Screening data deposited in PubChem BioAssay by several laboratories.
HTR2A ag: mouse Htr2a agonists via beta-arrestin recruitment, primary screen, cell-based, luminescence. CHO-K1 mHTR2A beta-arrestin complementation; percent of 30 µM serotonin response. activation, % at 7.6 µM. 360,000 tested, 0.66% active. AID 624169, 2012;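 active = activation above a run cutoff, the mean activation of all tested compounds plus 3 SD, cut at about 14% in these data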;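 also: 0% = plate median of compound wells and 100% = 30 µM serotonin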
aDG glyco act: activators of alpha-DG glycosylation, primary screen, uHTS, Pro5-aDG cells, AlphaScreen. alpha-DG glycosylation AlphaScreen (IIH6); 0% Pro5, 100% B10-LARGE cell signal. activation, % at 10 µM. 360,000 tested, 0.22% active;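 active = activation of at least 8% versus controls, or a plate z-score of at least 8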;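 also: Pro5 are CHO cells carrying HIG-tagged alpha-DG that lacks glycosylation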
Granule exo inh: LAMP-1 surface exposure blockers, TALL-104 cells – cell-based, flow cytometry, MLPCN library, primary screen. TALL-104 LAMP-1 surface exposure; cells stimulated with thapsigargin and PMA. inhibition, % at 10 µM. 360,000 tested, 0.66% active;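 active = inhibition above about 55%, limit read from the data; inconclusive = no clear call, values can overlap the other calls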
Vif imaging: HIV Vif self-association inhibitors, primary screen, imaging, HEK293T, single point | HEK293T cells, Vif self-association by quenched fluorescence, 24 h | inhibition, % at 7.49 µM | 340,000 tested, 0.35% active | AID 602346, 2012; in the data active = inhibition above about 50%, passing the limit was not always enough; inconclusive = no clear call, values can overlap the other calls; inactive = below about 31%; also: some results filed as inactive read as strong as hits
N-glyco inh: increase of ERlucT glycosylation luciferase signal, primary screen, N-linked glycosylation inhibitor project, D54 ERlucT cells, luminescence, set 2. D54 ERlucT glycosylation luciferase reporter, 24 h; percent of 100 nM tunicamycin response. AID 588692, 2011. reporter increase, % at 12.5 µM. 360,000 tested, 0.23% active;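 active = mean luciferase reporter signal, scaled so untreated is 0 and the glycosylation-blocking control 100, at or above a set limit in every replicate; inconclusive = mean reaches the limit but not every replicate does; inactive = mean below the limit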;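 also: luciferase carries N-glycosylation sites so blocking glycosylation raises the light; 0% = median of neutral control wells and 100% = median of 100 nM tunicamycin wells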
PDI inh: inhibitors of human PDI, primary screen, biochemical, turbidity, single point, plate reader | Protein disulfide-isomerase (Homo sapiens), P07237 | PDI insulin aggregation turbidity, A650, 90 min | inhibition, % at 10 µM | 350,000 tested, 0.052% active | AID 588391, 2011;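 active = mean inhibition across replicates of 30% or more, whatever share of single replicates reach that level; inconclusive = mean inhibition below 30% while every single replicate reaches 30%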;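 also: absorbance from insulin aggregation driven by PDI reduction with DTT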
CaV13 FRET inh: Primary screen for inhibitors of IQ motif and Ca2+-dependent inactivation inhibitor domain binding in CACNA1D, Förster resonance energy transfer in living cells, …. HEK cells, CFP/YFP FRET ICDI-IQ, plate reader, 10 min; percent FRET-ratio fall versus neutral wells. inhibition, % at 12.3 µM. 340,000 tested, 0.098% active. AID 743397;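 active = mean replicate inhibition of at least 30% and at least 1% of replicates passing that level; inconclusive = only one of the two criteria is met; inactive = neither criterion is met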;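 also: 0% = median of the neutral control wells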
hiPSC survival: enhancers of single-cell hiPSC survival, primary screen, ATPlite luminescence | 360,000 tested, 0.044% active | survival enhancement, % at 20 µM | 100% = ROCK inhibitor wells, 0% = DMSO; in the data active = survival enhancement above about 18%;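 also: cells exposed to compounds for 16 hours before the ATP read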
H9c2 protect: cardioprotection against H2O2-induced cell death, primary screen, uHTS, H9c2 cells, ATPLite luminescence | H9c2 cardiomyocytes, H2O2 injury protection, 2 h | protection from H2O2 cell death, % at 20 µM | 360,000 tested, 0.63% active | AID 588492, 2011;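 active = compounds giving at least 50% protection of heart cells from peroxide-induced death in the single-dose screen, raw or plate-pattern-corrected value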;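 also: 0% = DMSO wells with peroxide and 100% = DMSO wells without peroxide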
ABCB6 inh MLPCN: ABCB6 transporter inhibitors, primary screen, K562-ABCB6 cells, flow cytometry, MLPCN library | ATP-binding cassette sub-family B member 6 (Homo sapiens), Q9NP58 | K562-ABCB6 porphyrin accumulation, 1 h; hits give low values | fluorescence ratio to DMSO, % at 10 µM | 360,000 tested, 0.19% active;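 active = fluorescence ratio to DMSO below 75%, the collection mean minus 3 SD; inconclusive = too few cells collected in the well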;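 also: signal is porphyrin accumulated inside mitochondria; 100% equals median channel fluorescence of DMSO control wells; lower ratio means ABCB6 inhibition with less porphyrin fluorescence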
Target sequence (Q9NP58 whole entry, looked up): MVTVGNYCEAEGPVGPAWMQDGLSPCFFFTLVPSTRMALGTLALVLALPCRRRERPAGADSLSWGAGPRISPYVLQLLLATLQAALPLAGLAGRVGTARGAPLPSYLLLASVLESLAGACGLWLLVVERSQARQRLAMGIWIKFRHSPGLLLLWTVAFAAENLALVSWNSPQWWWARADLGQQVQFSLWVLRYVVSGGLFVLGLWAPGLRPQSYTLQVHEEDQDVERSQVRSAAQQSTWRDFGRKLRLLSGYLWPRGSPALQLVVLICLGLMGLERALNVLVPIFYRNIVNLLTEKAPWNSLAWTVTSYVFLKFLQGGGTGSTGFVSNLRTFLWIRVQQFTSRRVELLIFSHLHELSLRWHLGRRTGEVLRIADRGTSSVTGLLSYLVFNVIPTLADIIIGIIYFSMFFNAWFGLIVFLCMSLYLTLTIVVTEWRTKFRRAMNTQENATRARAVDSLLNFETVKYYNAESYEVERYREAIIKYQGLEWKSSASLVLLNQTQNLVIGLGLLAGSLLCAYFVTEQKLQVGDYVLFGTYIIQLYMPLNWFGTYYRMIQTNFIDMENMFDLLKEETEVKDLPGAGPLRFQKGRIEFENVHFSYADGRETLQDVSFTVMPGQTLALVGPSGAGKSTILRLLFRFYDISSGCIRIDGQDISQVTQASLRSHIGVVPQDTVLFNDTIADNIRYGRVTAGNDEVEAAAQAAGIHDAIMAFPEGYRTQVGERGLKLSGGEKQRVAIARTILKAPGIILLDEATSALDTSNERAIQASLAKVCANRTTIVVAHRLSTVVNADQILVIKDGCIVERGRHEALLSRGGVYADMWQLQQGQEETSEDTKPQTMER
Starred values were filed as active, the others as inactive; ? = inconclusive; . = not tested or not shown; & = joins results of further samples; ! = not confirmed by another sample.

SMILES	HTR2A ag	aDG glyco act	Granule exo inh	Vif imaging	N-glyco inh	PDI inh	CaV13 FRET inh	hiPSC survival	H9c2 protect	ABCB6 inh MLPCN
CCn1c(CNC(=O)Cc2ccc(OC)cc2)n[nH]c1=S	2	0.1	-2	1	1	10	-7	-0.5	-2	95
CN(C)c1ccc(C2C3CCCc4ccccc4C3=NN2C)cc1 (centres undefined)	-3	-0.1	0	?	-4	-7	-5	-0.4	-13	96
CCCCC(=O)NCc1ccccc1Cl	0	-0.1	-2	2	0	-2	-4	-1.0	0	92
NC(=O)C1CCN(C(=O)CCC(=O)N2CCOc3ccc(Cl)cc32)CC1	-4	-0.2	4	7	2	.	-2	2.0	-2	96
Cc1c(NC(=O)c2cc(C3CC3)on2)c(=O)n(-c2ccccc2)n1C	-2	0.6	-2	1	3	4	-5	-4.1	1	100
CC(Oc1ccc(C(C)(C)C)cc1)c1ccnc2nc(/N=C/N(C)C)nn12 (centres undefined)	-3	0.0	-5	-2	2	6	-5	2.1	-3	95
CCOC(=O)C1CCN(C(=O)c2cc3c(=O)n4cccc(C)c4nc3s2)CC1	-1	0.1	-8	-6	1	-7	-7	1.6	-1	93
COc1ccc(/C=N/NC(=O)C2C(=O)NCC2c2ccccc2)c(OC)c1 (centres undefined)	3	0.1	-4	1	-3	6	-7	-0.6	1	102
Fc1ccc(-c2nnc(CSc3nnc4ccccn34)o2)cc1	-3	-0.2	-3	1	2	-6	-4	-1.5	4	99
O=C(Nn1c(C2CCCCC2)nc2ccccc2c1=O)c1ccc([N+](=O)[O-])cc1	-2	0.3	0	-8	-1	-1	-3	0.3	-1	94
CN(C)CCNc1oc(COc2ccc(-c3ccccc3)cc2)nc1C#N	-7	1.3	10	2	-1	-4	-8	-3.4	4	101
CC(NC(=O)C1CCCN(C(=O)c2ccc(Cl)cc2)C1)c1cccc(C(F)(F)F)c1 (centres undefined)	-5	0.2	-8	-4	2	4	-16	-0.3	1	90
NC(=O)C1=CN(Cc2ccc(Cl)cc2)CCC1C(F)(F)F (centres undefined)	2	0.0	3	-5	0	0	-5	-0.6	-3	98
CC1(C(=O)Nc2ccc(Cl)cc2)Cc2c(-c3ccc(C(N)=O)cc3)ccnc2O1 (centres undefined)	0	0.0	5	-4	-3	-2	-5	-1.6	2	110
CCS(=O)(=O)N1Cc2ccccc2CC1C(=O)Nc1cccc(S(=O)(=O)N(C)C)c1 (centres undefined)	7	-0.3	21	-6	1	0	-5	0.3	10	99
COc1ccc(C2=CC(=O)C[C@H](c3ccc(F)cc3)C2)cc1F	2	0.2	0	-3	0	-7	-4	-1.1	-16	97
CC(C)N1CCCC(C)(C(=O)Nc2nccc3ccccc23)C1 (centres undefined)	4	-0.1	-3	-4	2	-3	-5	2.6	2	100
N#C/C(=C\c1ccc(-c2cccc([N+](=O)[O-])c2)o1)C(=O)NCCN1CCOCC1	-4	-0.1	1	-2	-1	-1	-7	0.3	55*	105
O=c1c2cccc3c2c(nn1-c1ccccc1)-c1ccccc1-3	-5	-0.2	-1	.	.	3	-7	-3.5	6	100
O=C(C=Cc1ccccc1)N1CCCCC1	-1	0.0	-6	6	-1	-9	-6	0.1	-4	92
CC(/C=N/NC(=O)Cc1cc(=O)[nH][nH]1)=C\c1ccccc1	-4	-0.3	1	-17	0	4	-7	4.0	3	102
CC(C)(CNc1ccc([N+](=O)[O-])cc1Cl)N1CCOCC1	3	0.0	-4	-5	-4	0	-6	0.4	-4	162
CC(NC(=O)CN1CCCC1)C12CC3CC(CC(C3)C1)C2 (centres undefined)	-3	0.3	-1	4	0	-9	-11	0.8	6	101
O=C(NN=C1CCCC1)c1n[nH]c2c1CCC2	-1	0.6	18	-4	0	-4	-6	-1.5	4	104
O=C1N=c2ccccc2=C1c1sc(=S)n(NC(=O)c2ccccc2)c1O	-4	-0.1	-4	2	2	-5	-15	0.8	4	101
(continued)
SMILES	HTR2A ag	aDG glyco act	Granule exo inh	Vif imaging	N-glyco inh	PDI inh	CaV13 FRET inh	hiPSC survival	H9c2 protect	ABCB6 inh MLPCN
COCc1nc2ccccc2n1CCCOc1ccccc1	-4	0.3	0	5	-1	-3	-5	2.4	-4	95
CC(=O)c1c(C(C)=O)c(C)n(-c2nc(-c3cccs3)c(C)s2)c1C	1	1.1	-2	-14	-3	12	.	-2.7	-20	88
COc1ccc2c(c1)[nH]c1c(=O)n(Cc3ccncc3)cnc12	3	0.0	-3	-3	2	0	-185	-0.6	-5	92
COC(=O)c1cccc(C(=O)Nc2ccc(F)cc2)n1	2	-0.1	4	1	-1	-2	-5	0.3	2	86
O=C(NC(Cc1ccccc1)C(=O)O)/C(=C/c1ccccc1)NC(=O)c1ccc(Br)o1 (centres undefined)	4	0.1	-8	-3	0	0	-7	-0.3	-2	100
CC1CCCN(C(=O)COC(=O)C2CCN(S(=O)(=O)c3ccc4c(c3)OCCO4)CC2)C1 (centres undefined)	-3	0.0	6	4	1	-1	.	0.3	-4	98
CCc1ccc(NC(=O)CCn2c(=O)c3cccn3c3ccccc32)cc1	-12	0.1	12	-4	1	0	-7	0.5	-1	105
C=CCNC(=O)c1ccc(-c2cccc([N+](=O)[O-])c2)o1	1	-0.3	-2	-2	0	-4	-8	5.5	6	98
O=c1oc2ccc(Br)cc2cc1S(=O)(=O)c1ccc(F)cc1	-4	-0.1	-4	-6	1	-7	.	-2.2	-8	105
Cc1cc(C)c(NC(=O)Cn2nnc(C(=O)NCc3cccs3)c2N)c(C)c1	12	0.2	5	3	0	-4	-4	-2.1	1	96
CN(CCOc1ccc(-c2ccn(S(=O)(=O)c3cccc4ccccc34)n2)cc1)c1ccccn1	1	0.6	2	-13	-4	10	-5	-1.2	-10	92
Cc1ccccc1OCC(O)CNC1CCC(NCC(O)COc2ccccc2C)CC1 (centres undefined)	-6	-0.4	26	?	-17	-1	-4	-0.6	-23	95
S=C1NCN(Cc2cccnc2)CN1	-2	-0.1	-3	13	1	-1	-3	2.8	2	97
CC(C)(C)NC(=O)C1C(c2ccc(C(F)(F)F)cc2)=Nc2ccccc2N1C(=O)c1cccc(C(F)(F)F)c1 (centres undefined)	-5	-0.1	1	.	.	.	-16	.	.	.
Cc1ccc(S(=O)(=O)N(C)C[C@@H]2OCc3cnnn3CCCC(=O)N([C@H](C)CO)C[C@H]2C)cc1	6	0.1	1	.	1	-5	-2	3.5	-10	102
CCc1nccn1CCC(=O)NC1CCCc2c1cnn2-c1ccc(F)cc1F (centres undefined)	2	0.4	4	11	2	-1	-4	0.5	-9	95
NC(CCc1ccccc1)c1csc(Nc2ccccn2)n1 (centres undefined)	4	0.4	-1	-6	-2	-13	-6	-2.5	18	95
Cc1ccc(S(=O)(=O)Nc2cc(NC(=O)CN3CCOCC3)ccc2Cl)cc1	-2	-0.2	-1	.	1	-6	-3	-0.3	13	97
CCCc1ccc2oc(C(=O)N3CCN(CCC(N)=O)CC3)c(C)c2c1	-2	0.4	7	-1	1	8	-4	2.6	0	99
O=C1Nc2ccccc2C(=O)N(c2ccc3c(c2)OCCO3)C1C(=O)NC1CC1 (centres undefined)	1	-0.2	9	.	.	.	-8	.	.	.
O=C(N/N=C/c1ccccc1F)C(=O)N1CCCCCC1	-2	-0.2	-13	-6	-3	-5	-3	-0.4	2	98
COc1cc2ncnc(N[C@H](C)c3ccccc3)c2cc1OC	-6	0.9	9	-4	2	10	.	-0.5	-13	97
CCc1nnc(NC(=O)CC(C)c2ccccc2)s1 (centres undefined)	-1	-0.1	-4	1	-2	-4	-4	-0.3	-4	95
CN(CCc1ccccn1)c1ccc([N+](=O)[O-])cn1	3	0.0	14	3	-1	-2	-4	0.3	0	98
CNC(=O)Oc1ccc2c(c1)[C@]1(C)CCN(C)[C@@H]1N2C	20*!	-0.1&0.3	-1&0	-4&-12	3&8	7&-1	-6&-6	-2.7&2.9	0&-1	108&103
Additional results follow.
SMILES	HTR2A ag	aDG glyco act	Granule exo inh	Vif imaging	N-glyco inh	PDI inh	CaV13 FRET inh	hiPSC survival	H9c2 protect	ABCB6 inh MLPCN
NC(=O)C(c1ccccc1)C1CCCCC1 (centres undefined)	-1	0.0	-2	.	0	6	-3	0.3	-7	103
CSc1ccc(CN(C)CC(=O)Nc2cccc(Br)c2)cc1	-5	0.2	0	-4	-1	0	-5	2.9	-8	94
COc1ccccc1NC(=O)NNC(=O)c1cc2ccccc2cc1O	-2	-0.4	12	-1	-2	2	-11	-0.7	-5	98
CN(C)Cc1cc(C(C)(C)C)cc(C(C)(C)C)c1O	4	-0.1	9	-1	1	1	-4	-0.3	-4	111
CCCC(=O)N1CCCC1(C)C(=O)Nc1cc(OC)c(OC)c(OC)c1 (centres undefined)	-4	0.0	2	19	2	-1	-9	8.6	8	97
O=C1CNC(=S)N1Cc1ccc(F)cc1	1	-0.2	-2	-2	0	4	.	1.7	0	96
COc1ccc(C)cc1NC(=O)c1ccc2c(O)c(S(=O)(=O)c3ccccc3)c(=O)[nH]c2c1	-3	-0.1	-7	-5	0	7	-3	0.3	-1	104
O=C(CCNC(=O)c1ccc([N+](=O)[O-])cc1)Oc1ccc(F)c(F)c1	0	-0.1	-6	7	1	4	-5	-0.4	-3	93
Cc1cc2ccccn2c1C(=O)c1nc(N2CCOCC2)ncc1Cl	-4	0.0	2	-15	-2	5	-6	2.9	-2	100
COc1cc(S(=O)(=O)NC2CCCC2)ccc1F	7	-0.2	-2	-3	2	-1	-8	3.9	-1	96
CCSc1nnc(Cc2cc(=O)[nH]c(=O)[nH]2)n1-c1cc(C)ccc1C	9	-0.1	-1	5	-1	1	-4	-0.3	5	91
COc1ccc(CNC(=O)c2ccc(N3CCC4(CC3)CC(c3ccc(Cl)cc3)=NO4)c(NC(=O)Cc3ccc(F)cc3)c2)cc1	1	0.4	3	-2	-2	3	-7	0.5	-5	97
COc1ccc(OC)c2sc(Cl)nc12	5	-0.2	-2	3	0	4	-7	0.1	-3	96
Cc1ccccc1NC(=O)C(=O)NCCc1c[nH]c2ccccc12	13	0.2	-4	-1	4	.	-3	-0.5	-6	105
N#CC(c1ccccc1)N(CCCCl)C(=O)c1ccccc1 (centres undefined)	0	0.0	0	0	-1	4	-1	1.7	-12	98
CCOc1ccc(NC(=S)Nc2ccc(OC)cc2)cc1	-2	0.0	5	-5	0	-2	-15	-0.4	3	105
